# CatB inh: human cathepsin B inhibitors, primary screen, biochemical, fluorogenic substrate; 0.1% of 63,000 active; AID 453, 2006; P07858; inhibition, %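 (tested at 10 µM)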; purified cathepsin B, fluorescence; in the data active = inhibition above about 21%;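 also: 0% = enzyme with no compound and 100% = no enzyme blank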
# Her2 expr inh: inhibitors of Her2 protein expression, primary screen, SKBR-3 cells, AlphaScreen, 66K library; Receptor tyrosine-protein kinase erbB-2 (Homo sapiens), P04626; SKBR-3 HER2 protein level, 18-24 h; stronger effect = lower value; HER2 level % of control, % at 10 µM; 0.69% of 65,000 active;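 active = HER2 level under 5% of the carrier-only control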;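 also: 100% = DMSO carrier and 0% = 500 nM PU-H71 HSP90 inhibitor; lower value means stronger loss of Her2 protein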
# PKA kinase inh: inhibitors of human PKA kinase activity, primary screen, biochemical, ATP-depletion luminescence, Kemptide substrate; cAMP-dependent protein kinase catalytic subunit alpha (Homo sapiens), P17612; PKA Kemptide phosphorylation, Kinase-Glo ATP luminescence; inhibition, % at 6 µM; 0.1% of 65,000 active;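 active = inhibition above the screen-wide mean inhibition plus 3 SD, cut at about 21% in these data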; also: many of its hits are not listed in these tables
# C1s block: complement C1s protease inhibitors, primary screen, biochemical, 10-compound mixtures; Complement C1s subcomponent (Homo sapiens), P09871; purified C1s, fluorogenic AMC substrate, pooled mixtures; mean inhibition % of two 10-compound mixtures (stronger effect = higher value), % at 5 µM (by protocol); 0.16% of 62,000 active; AID 538, 2006;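 active = inhibition above 20% in each of the two 10-compound mixture wells holding the compound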;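 also: 0% = enzyme wells lacking compound mixture and 100% = no-enzyme blank wells; some compounds called inactive have numbers as strong as hits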
# Target sequence (P09871 16-437 limits assumed): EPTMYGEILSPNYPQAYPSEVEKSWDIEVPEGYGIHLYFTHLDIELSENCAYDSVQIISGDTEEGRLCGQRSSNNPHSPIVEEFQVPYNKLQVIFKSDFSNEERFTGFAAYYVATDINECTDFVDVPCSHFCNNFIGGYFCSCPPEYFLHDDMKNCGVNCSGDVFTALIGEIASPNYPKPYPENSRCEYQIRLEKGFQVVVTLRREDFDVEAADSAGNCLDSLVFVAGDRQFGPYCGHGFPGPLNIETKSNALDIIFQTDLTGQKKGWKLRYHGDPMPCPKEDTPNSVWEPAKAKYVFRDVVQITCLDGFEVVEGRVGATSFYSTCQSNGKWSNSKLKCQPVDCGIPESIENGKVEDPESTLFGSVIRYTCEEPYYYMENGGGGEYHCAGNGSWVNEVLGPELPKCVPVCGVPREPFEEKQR
# Target sequence (P09871 438-688 limits assumed): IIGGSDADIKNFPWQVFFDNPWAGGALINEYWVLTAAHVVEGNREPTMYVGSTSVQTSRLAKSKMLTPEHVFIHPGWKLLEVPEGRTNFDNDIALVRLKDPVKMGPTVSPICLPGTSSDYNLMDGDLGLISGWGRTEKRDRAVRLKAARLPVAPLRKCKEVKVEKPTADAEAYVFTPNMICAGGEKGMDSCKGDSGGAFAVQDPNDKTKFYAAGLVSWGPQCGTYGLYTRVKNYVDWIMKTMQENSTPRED
# CatS inh: inhibitors of human cathepsin S, biochemical, compound mixtures; P25774; recombinant cathepsin S, AMC dipeptide fluorescence, pooled mixtures; inhibition, %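 (tested at 5 µM per compound within 10-compound mixtures)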; 0.06% of 62,000 active; AID 501, 2006; in the data active = inhibition above about 32%, passing the limit was not always enough;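 also: 0% = enzyme without compound and 100% = blank without enzyme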
# ROCK2 inh: inhibitors of human ROCK2 kinase, primary screen, biochemical, high-throughput, luminescence. Rho-associated protein kinase 2 (Homo sapiens), O75116. purified ROCK2, Kinase-Glo ATP depletion luminescence. inhibition, % at 6 µM. 0.35% of 60,000 active. AID 604, 2007;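 active = inhibition above the screen-wide mean inhibition plus 3 SD, cut at about 18% in these data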;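 also: plate controls were DMSO wells for no effect and Y-27632 control wells after no-enzyme background subtraction for full effect; many of its hits are not listed in these tables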
# CatB mixtures: cathepsin B inhibitors from pooled compounds, primary screen, biochemical, compound mixtures, AMC fluorescence | AID 488, 2006 | P07858 | Purified cathepsin B, AMC dipeptide fluorescence | inhibition, %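 (ten-compound pools at 5 µM per compound and 50 µM total)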 | 0.06% of 62,000 active; in the data active = inhibition above about 22%, passing the limit was not always enough;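 also: 0% = enzyme without compound and 100% = no enzyme blank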
# Cathepsin G inh: human cathepsin G inhibitors, primary screen, biochemical, pooled compound mixtures, AMC fluorescence. AID 581, 2007. 0.2% of 62,000 active. purified enzyme, AMC-tetrapeptide fluorescence. inhibition, % at 5 µM (by protocol);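 active = inhibition above 20% in each of the two mixture wells holding the compound; inactive = inhibition of 20% or less in either well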;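 also: 0% = enzyme control without mixture and 100% = blank lacking enzyme; strong numbers were not always called active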
# Target sequence (P08311 21-244 limits assumed): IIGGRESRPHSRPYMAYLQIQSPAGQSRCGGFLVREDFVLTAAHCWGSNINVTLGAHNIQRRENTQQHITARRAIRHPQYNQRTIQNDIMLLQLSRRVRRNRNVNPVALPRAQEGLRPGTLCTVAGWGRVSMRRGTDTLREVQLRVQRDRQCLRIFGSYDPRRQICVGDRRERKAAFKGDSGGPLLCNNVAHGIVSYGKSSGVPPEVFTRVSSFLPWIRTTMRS
# CatL inh: inhibitors of human cathepsin L, biochemical; Procathepsin L (Homo sapiens), P07711; purified cathepsin L, fluorogenic substrate, fluorescence; inhibition, %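 (tested at 10 µM)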; 0.17% of 58,000 active; in the data active = inhibition above about 45%;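 also: 0% = enzyme with no compound and 100% = no enzyme blank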
# * = called active by the depositor; i = inactive; nt = not tested or not shown. This is a subset; the hit share may differ from the screen's.
1) O=C(Cc1cccs1)N1CCN(C(=O)C2CCCO2)CC1 (stereo not given)
2) Cc1cc2cc(CNC(=O)c3ccc(S(=O)(=O)N4CCCCC4)cc3)ccc2n1C
3) COc1cc(OC)cc(C(=O)N2CCC(N3CCN(c4ccccc4)CC3)CC2)c1
4) CN1C(=O)C(CC(=O)Nc2ccc3c(c2)Cc2ccccc2-3)N(C)C1=O (stereo not given)
5) COC(=O)c1ccccc1NC(=O)CSc1nccn1C
6) Cc1ccc2nc(-c3cccc(NC(=O)c4ccco4)c3)[nH]c2c1

assay / compound,1,2,3,4,5,6
CatB inh,4,-9,8,-5,-1,2
CatB mixtures,4,3,nt,4,6,6
PKA kinase inh,1,-14,1,0,-7,-2
CatS inh,-2,0,nt,16,-2,-1
C1s block,8,-1,nt,0,8,-31
CatL inh,0,nt,-5,1,-3,nt
Cathepsin G inh,9,-3,nt,3,8,1
ROCK2 inh,1,-9,-8,4,nt,-8
Her2 expr inh,108,97,90,91,116,92

# 2 compounds drawn at random from those above, as already listed:
1) O=C(Cc1cccs1)N1CCN(C(=O)C2CCCO2)CC1 (stereo not given)
5) COC(=O)c1ccccc1NC(=O)CSc1nccn1C

assay / compound,1,5
CatB inh,4,-1
CatB mixtures,4,6
PKA kinase inh,1,-7
CatS inh,-2,-2
C1s block,8,8
CatL inh,0,-3
Cathepsin G inh,9,8
ROCK2 inh,1,nt
Her2 expr inh,108,116

# Remaining list, next part.
7) O=C(CCN1CCN(c2ccccc2)CC1)Nc1nccs1
8) O=C(CSc1ccc2nnc(-c3cccs3)n2n1)N1CCOCC1
9) O=C1NC2(CCCCC2)Cc2ccccc21
10) CCOCCn1c(CN2CCN(CC)CC2)nc2c1c(=O)n(C)c(=O)n2C
11) COc1ccc(NC(=O)CSc2nnc(-c3ccccc3Cl)n2Cc2ccco2)c(OC)c1
12) COC(=O)c1ccc(C)c(NC(=O)c2c(-c3ccccc3)noc2C)c1

assay / compound,7,8,9,10,11,12
CatB inh,-3,0,2,5,-3,5
CatB mixtures,-4,4,-1,2,7,4
PKA kinase inh,6,7,4,8,1,2
CatS inh,6,3,-6,15,-5,3
C1s block,4,-12,0,2,3,16
CatL inh,1,0,-1,15,3,5
Cathepsin G inh,2,12,43,2,0,13
ROCK2 inh,nt,5,4,0,3,-6
Her2 expr inh,93,110,120,97,77,113

13) Cc1nc2ccccc2n1CCc1nc2c3ccccc3nc(SCC(=O)NCc3ccco3)n2n1
14) Cc1c(C(=O)NCC2CCCO2)oc2ccc3c(c12)C(=O)CC(C)(C)O3 (stereo not given)
15) Cc1ccc(C(=O)CSc2nc3cccnc3n2C)cc1
16) CN(CCCNC(=O)c1ccc(N2CCCC2=O)cc1)c1ccccc1
17) CCCCOCC1CN(c2ccccc2)C(=O)CS1 (stereo not given)
18) Cc1c(OCc2nn[nH]n2)ccc2c3c(c(=O)oc12)CCCC3

assay / compound,13,14,15,16,17,18
CatB inh,6,1,0,0,0,-5
CatB mixtures,0,5,7,-6,-2,0
PKA kinase inh,6,2,2,-4,8,4
CatS inh,-3,6,-3,5,-6,-11
C1s block,-26,-6,20,-1,-29,12
CatL inh,nt,-13,-10,8,-4,-6
Cathepsin G inh,-12,4,14,-1,-9,11
ROCK2 inh,2,-6,-2,nt,2,-1
Her2 expr inh,63,93,98,100,124,89

19) O=C(CSc1ccc2c(c1)OCCO2)NCCN1C(=O)CSC1=O
20) CCC1(CC)NC(=O)NC1=O
21) CCC(C)(C(=O)Nc1ccc2c(c1)OCCO2)N(C(C)=O)c1ccc(C(N)=O)cc1 (stereo not given)
22) Oc1ccc(-c2csc(Nc3cccnc3)n2)cc1
23) CCN(CC)C(=O)CSc1ncnc2c1nnn2-c1ccc(OC)cc1
24) Cc1ccc(-n2nc3c(c2NC(=O)c2c(-c4ccccc4Cl)noc2C)CSC3)cc1

assay / compound,19,20,21,22,23,24
CatB inh,2,1,0,4,0,-5
CatB mixtures,-6,5,5,3,1,10
PKA kinase inh,10,-6,-5,7,-3,2
CatS inh,-2,-11,9,17,-4,-3
C1s block,6,-2,2,2,-3,-1
CatL inh,-3,7,26,12,-9,-4
Cathepsin G inh,10,9,7,10,0,0
ROCK2 inh,4,-3,-4,7,-4,2
Her2 expr inh,118,93,97,70,81,85

25) Cc1c(C)c2cc(Cl)c(O)c(CN(C)C)c2oc1=O
26) CCCn1c(-c2ccccc2)nc2c(=O)n(C)c(=O)[nH]c21
27) CN(C)c1cc(NC(=O)CN2CCOCC2)c2ccccc2n1
28) CSc1c(CC(=O)NCCO)n(C)c2ccccc12
29) Cc1cc(NC(=O)CSC2=Nc3ccccc3C3=NC(Cc4ccccc4)C(=O)N23)n[nH]1 (stereo not given)
30) Cn1c(=O)c2c(SCc3ccccc3)nc(-c3ccco3)nc2n(C)c1=O

assay / compound,25,26,27,28,29,30
CatB inh,-37,-3,1,4,4,-1
CatB mixtures,-31,-8,-6,3,4,-4
PKA kinase inh,1,-1,-1,13,4,-7
CatS inh,-54,-5,0,-2,-2,8
C1s block,-435,-7,-3,-2,12,-67
CatL inh,i,-8,0,-5,nt,19
Cathepsin G inh,-51,-1,10,-8,11,-9
ROCK2 inh,7,4,5,7,1,-3
Her2 expr inh,94,136,88,103,121,63

# One compound at a time, as listed above. Order of screens: CatB inh	CatB mixtures	PKA kinase inh	CatS inh	C1s block	CatL inh	Cathepsin G inh	ROCK2 inh	Her2 expr inh
# Results for `CCCn1c(-c2ccccc2)nc2c(=O)n(C)c(=O)[nH]c21` : -3	-8	-1	-5	-7	-8	-1	4	136
# Results for `O=C(CCN1CCN(c2ccccc2)CC1)Nc1nccs1` : -3	-4	6	6	4	1	2	nt	93
# Results for `CCCCOCC1CN(c2ccccc2)C(=O)CS1` (stereo not given) : 0	-2	8	-6	-29	-4	-9	2	124
# Results for `CN1C(=O)C(CC(=O)Nc2ccc3c(c2)Cc2ccccc2-3)N(C)C1=O` (stereo not given) : -5	4	0	16	0	1	3	4	91
# Results for `CN(CCCNC(=O)c1ccc(N2CCCC2=O)cc1)c1ccccc1` : 0	-6	-4	5	-1	8	-1	nt	100

# Later entries.
31) COC(=O)Cn1cc(C(=O)c2ccco2)c2ccccc21
32) Cc1nc2ccccc2c2oc(C(=O)NCCN3CCCCC3C)cc12 (stereo not given)
33) Cc1ccc(-c2nc3cc(NC(=O)C(C)C)ccc3o2)cc1C
34) CCOC(=O)N1CCC(NC(=O)c2cc3c(-c4ccc(Cl)cc4)nn(C)c3s2)CC1
35) COc1ccccc1N(CC(O)CN(c1ccccc1)S(C)(=O)=O)S(=O)(=O)c1ccccc1 (stereo not given)
36) CCOC(=O)N1CCN(C(=O)C(C)n2nc(C)n3c(cc4sccc43)c2=O)CC1 (stereo not given)

assay / compound,31,32,33,34,35,36
CatB inh,4,2,4,4,-1,7
CatB mixtures,2,0,-4,1,-5,4
PKA kinase inh,7,5,7,6,-6,7
CatS inh,-7,12,-22,-2,-16,7
C1s block,5,14,-106,8,-3,-24
CatL inh,-1,13,-24,-2,-3,27
Cathepsin G inh,9,12,-18,5,1,3
ROCK2 inh,-1,0,5,1,-3,2
Her2 expr inh,140,92,nt,92,83,84

37) Cc1cn([C@H]2C=C[C@@H](CO)O2)c(=O)[nH]c1=O
38) CC(C)(C)N1C(=O)Cc2c1nc(N)c1c(N)nc(N3CCCCC3CO)c(C#N)c21 (stereo not given)
39) Cc1cc(NC(=O)COC(=O)C(Cc2ccccc2)NC(=O)c2ccco2)no1 (stereo not given)
40) Cn1c(=O)c2c(ncn2Cc2cc(-c3ccccc3)no2)n(C)c1=O
41) COc1ccc(N(C)S(=O)(=O)c2cccc3cccnc23)c(OC)c1
42) CCC(C)Cn1c(C)nc2ccccc21 (stereo not given)

assay / compound,37,38,39,40,41,42
CatB inh,1,3,3,3,2,-3
CatB mixtures,-3,24,2,-6,3,1
PKA kinase inh,-1,6,12,12,3,5
CatS inh,-34,26,2,3,9,-21
C1s block,6,-1,-1,-3,10,8
CatL inh,2,-9,9,nt,4,-17
Cathepsin G inh,5,3,6,8,8,8
ROCK2 inh,4,2,6,4,2,6
Her2 expr inh,84,77,94,86,86,84

43) COc1ccc(NC(=O)C2CCCN(S(=O)(=O)c3cnc[nH]3)C2)cc1 (stereo not given)
44) CCOC(=O)c1c(CN2CCOCC2)n(-c2ccccc2)c2ccc(O)cc12
45) O=C1C2CCCN2C(c2ccc(Cl)cc2)N1c1nccs1 (stereo not given)
46) COc1ccc(-n2ncc3c(NCC(C)C)ncnc32)cc1
47) CCn1c(=O)n(CC)c2cc(S(=O)(=O)N3CCOCC3)ccc21
48) CC(C)N(Cc1nc(-c2ccccc2)no1)C(=O)CCCN1C(=O)c2ccccc2C1=O

assay / compound,43,44,45,46,47,48
CatB inh,-2,3,3,4,2,1
CatB mixtures,4,4,1,1,4,-10
PKA kinase inh,1,2,9,-4,3,-3
CatS inh,-17,0,11,-1,3,-16
C1s block,-2,18,-35,14,12,-58
CatL inh,nt,11,9,6,18,-10
Cathepsin G inh,-1,15,10,8,7,-2
ROCK2 inh,6,4,5,-7,3,2
Her2 expr inh,80,90,98,90,105,101

49) NS(=O)(=O)c1ccc(NC=C2C(=O)OC3(CCCCC3)OC2=O)cc1
50) CC(CN1CCN(C)CC1)OC(=O)c1ccc(Cl)cc1Cl (stereo not given)
51) COC(=O)C1=C(C)N(Cc2ccco2)C(=O)C1
52) O=C(C1CCCCN1S(=O)(=O)c1ccc(F)cc1)N1CCN(c2ccccc2F)CC1 (stereo not given)
53) Cc1sc(NC(=O)CSc2nnc(COc3ccccc3)n2C)c(C#N)c1C
54) CCN(CC)C(=O)c1ccc(NS(=O)(=O)c2ccccc2)cc1

assay / compound,49,50,51,52,53,54
CatB inh,1,3,11,-4,-14,5
CatB mixtures,3,-2,4,1,-7,4
PKA kinase inh,0,-1,6,7,-13,-5
CatS inh,-8,10,17,8,-13,27
C1s block,6,-10,12,5,-76,-17
CatL inh,nt,0,-6,18,-59,0
Cathepsin G inh,6,13,9,3,-7,-12
ROCK2 inh,4,-11,-3,-4,-1,0
Her2 expr inh,85,140,68,108,103,96

55) COc1ccc(CCC(=O)NCc2cnn(C)c2)cc1
56) CCOC(=O)c1ccc(NC(=O)C(C)N2C(=O)c3ccccc3C2=O)cc1 (stereo not given)
57) CCOc1cccc(/C(O)=C2/C(=O)C(=O)N(CCOC)C2c2ccncc2)c1 (stereo not given)
58) COc1cc(CCC(=O)N2CCN(S(=O)(=O)c3ccc(C)c(C)c3)CC2)cc(OC)c1OC
59) COC(=O)CNC(=O)Cn1ccc2ccccc2c1=O
60) O=c1c(O)c(-c2ccc(O)cc2O)oc2cc(O)cc(O)c12
61) COc1cc2[nH]c(=O)n(CCC(=O)N3CCN(c4cc(Cl)ccc4C)CC3)c(=O)c2cc1OC
62) COc1ccc(NC(=O)CCCCn2c(=O)[nH]c3ccccc3c2=O)cc1
63) CCN1CCCC1CNC(=O)c1cc(NC(C)=O)c(N(C)C)cc1OC (stereo not given)

assay / compound,55,56,57,58,59,60,61,62,63
CatB inh,-2,4,8,2,3,-2,-5,1,3
CatB mixtures,-5,1,8,3,4,8,2,-1,4
PKA kinase inh,-1,12,1,8,0,4,2,-5,5
CatS inh,0,-1,16,0,18,11,5,12,7
C1s block,-24,37,-7,-11,-3,-1,-3,0,0
CatL inh,-3,nt,6,2,13,14,0,22,6
Cathepsin G inh,2,24,-4,9,4,1,-2,-1,9
ROCK2 inh,1,6,-2,8,0,0,nt,-4,4
Her2 expr inh,121,107,138,98,86,97,-23*,91,151
